# IDE cell inh: inhibits human insulin-degrading enzyme in HEK cells | 320,000 compounds, 0.41% hits | P14735 | FAbetaB cleavage, fluorescence polarization | AID 434962 | inhibition, % at 5.59 µM;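 active means percent inhibition above the average of all tested compounds plus 3 SD, set per screening campaign, cut at about 16% in these data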;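 further: IDE supplied by intact live HEK cells; FP after avidin binding of uncleaved biotin substrate so inhibition keeps polarization high; 0% = DMSO wells and 100% = 60 µM reference IDE inhibitor Ii1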
# MEKK2mut PB1 HTS: signal of MEK5 binding to mutant human MEKK2 PB1 domain | bead flow cytometry, Alexa488-MEK5 binding to MEKK2 mutant | percent response, % at 10 µM | 290,000 compounds, 0.35% hits | AID 1530; in the data active means percent response above about 24%, passing the limit was not always enough; further: inactives centre near 1; some results filed as inactive read as strong as hits; reference of the scale not given here
# IDE act: boosts human insulin-degrading enzyme activity in HEK cells | FAbeta-B cleavage, fluorescence polarization; 0% vehicle, 100% cell-free pure enzyme wells | AID 493087 | P14735 | activation, % at 5.96 µM | 340,000 compounds, 0.073% hits;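 active means activation above the mean of all tested compounds plus 3 SD, set per screening campaign, cut at about 17% in these data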
# MEKK3 PB1 HTS: modulators (inhibitors or enhancers) of MEK5 binding to human MEKK3 PB1 domain; 290,000 compounds, 1.4% hits; binding response (% of control), % at 10 µM; bead-based flow cytometry, Alexa488-MEK5 binding to MEKK3; actives lie on both sides; 0 = blocked by unlabeled MEK5, 100 = vehicle; Q99759;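 active means binding response more than 3 SD above or below the average of its plate-row segment, actives on both sides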;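 further: Alexa488 bead fluorescence after subtracting the streptavidin-only scavenger bead signal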
# p-CIP stab down: p/CIP protein destabilization. F442A p/CIP-EGFP cells, EGFP fluorescence, 16 h. decrease of EGFP signal, % at 10 µM. 290,000 compounds, 0.01% hits. AID 1984;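 active means EGFP signal decrease of at least 30% at 10 µM or well 3 SD below plate mean, unless failing retest; inactive means the rest, including hits failing retest or dose response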; further: some compounds called inactive have numbers as strong as hits; many of its hits are not listed in these tables
# Target sequence (Q05BA5 1-1403): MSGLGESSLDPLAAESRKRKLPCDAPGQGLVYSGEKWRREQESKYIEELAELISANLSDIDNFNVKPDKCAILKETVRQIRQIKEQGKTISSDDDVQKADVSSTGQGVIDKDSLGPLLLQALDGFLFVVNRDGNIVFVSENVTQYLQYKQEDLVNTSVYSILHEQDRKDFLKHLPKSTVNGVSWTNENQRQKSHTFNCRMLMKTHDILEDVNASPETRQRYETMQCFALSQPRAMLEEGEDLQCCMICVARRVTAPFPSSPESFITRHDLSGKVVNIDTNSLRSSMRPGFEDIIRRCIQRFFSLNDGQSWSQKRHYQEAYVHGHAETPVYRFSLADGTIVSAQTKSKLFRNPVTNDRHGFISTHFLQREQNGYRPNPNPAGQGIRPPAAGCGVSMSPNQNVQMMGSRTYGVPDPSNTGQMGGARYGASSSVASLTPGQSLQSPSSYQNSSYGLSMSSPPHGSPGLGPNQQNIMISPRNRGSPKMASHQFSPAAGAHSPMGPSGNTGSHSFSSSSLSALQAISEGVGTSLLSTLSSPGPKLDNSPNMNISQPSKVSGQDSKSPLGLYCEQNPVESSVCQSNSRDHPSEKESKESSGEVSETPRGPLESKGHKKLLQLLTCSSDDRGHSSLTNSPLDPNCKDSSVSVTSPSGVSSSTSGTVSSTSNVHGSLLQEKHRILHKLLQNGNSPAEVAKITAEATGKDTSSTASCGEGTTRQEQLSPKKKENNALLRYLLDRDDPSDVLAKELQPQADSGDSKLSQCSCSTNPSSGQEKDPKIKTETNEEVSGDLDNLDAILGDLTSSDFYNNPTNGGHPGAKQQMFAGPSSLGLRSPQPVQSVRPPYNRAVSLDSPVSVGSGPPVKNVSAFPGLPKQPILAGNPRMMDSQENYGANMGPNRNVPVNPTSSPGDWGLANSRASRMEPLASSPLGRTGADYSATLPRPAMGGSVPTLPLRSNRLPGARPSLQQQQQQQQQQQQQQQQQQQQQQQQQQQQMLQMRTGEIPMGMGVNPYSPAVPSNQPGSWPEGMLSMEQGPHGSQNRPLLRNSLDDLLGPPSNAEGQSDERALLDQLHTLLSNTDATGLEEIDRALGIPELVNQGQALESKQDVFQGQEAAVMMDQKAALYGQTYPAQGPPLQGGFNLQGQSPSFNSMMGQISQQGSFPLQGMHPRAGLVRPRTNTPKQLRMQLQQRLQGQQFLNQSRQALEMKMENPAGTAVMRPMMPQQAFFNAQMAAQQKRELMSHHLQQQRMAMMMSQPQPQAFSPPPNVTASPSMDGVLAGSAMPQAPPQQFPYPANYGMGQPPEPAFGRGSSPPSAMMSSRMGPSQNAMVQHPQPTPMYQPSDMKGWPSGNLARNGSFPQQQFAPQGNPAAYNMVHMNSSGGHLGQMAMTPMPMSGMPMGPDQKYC
# M18AAP inhibitor: blocks P. falciparum M18 aspartyl aminopeptidase; AID 1822; inhibition, % at 7.35 µM; recombinant PfM18AAP, H-Glu-NHMec fluorogenic cleavage; 290,000 compounds, 1.2% hits;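 active means inhibition above the campaign mean inhibition over all tested compounds plus 3 SD, cut at about 28% in these data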;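 further: 0% = plate median of test compound wells and 100% = 2 mM ZnCl2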
# SUMO HTRF inh: SUMOylation inhibition; HTRF SUMOylation assay, SAE1/SAE2 + UBC9, in vitro; inhibition, % at 35 µM; 290,000 compounds, 0.36% hits; in the data active means inhibition above about 50%, passing the limit was not always enough; further: strong numbers were not always called active
# NALP1 yeast inh: NALP1 inhibition; S. cerevisiae NALP1/ASC/caspase-1 growth, X-gal OD620, 72 h; inhibition, % at 10 µM; 280,000 compounds, 0.61% hits; AID 2071; in the data active means inhibition mostly above about 24%, no sharp cut-off; inactive means mostly below about 32%; further: some compounds called inactive have numbers as strong as hits
# MEKK2wt PB1 HTS: raises or lowers MEK5 binding to wildtype human MEKK2 PB1 domain. Q9Y2U5. bead flow cytometry, Alexa488-MEK5 binding to MEKK2 WT; actives lie on both sides. binding response (% of control), % at 10 µM. 290,000 compounds, 1.1% hits; in the data active means binding response below about 67% or above about 130%
# The depositor's hits bear a star; x = no result given; [ ] = dose if it differs, or a comment. Not all compounds are listed, so the mix of outcomes need not match the whole.
SMILES,IDE cell inh,MEKK2mut PB1 HTS,IDE act,MEKK3 PB1 HTS,p-CIP stab down,M18AAP inhibitor,SUMO HTRF inh,NALP1 yeast inh,MEKK2wt PB1 HTS
O=C(Nc1ccc(C(=O)N2CCCC2)cc1)c1ccccc1F,-3,1,8,98,-1,1,1,x,100
COc1ccc(NC(=O)Cc2ccc(Cl)cc2)cc1NC(=O)c1ccco1,-3,-5,4,100,-12,-4,-12,-5,103
Cc1ccc(S(=O)(=O)N2CCN(C(=O)CN3CCc4ccccc4C3)CC2)cc1,1,8,-3,106,-10,-4,19,13,112
CCOc1cc(/C=C2\C(=O)ON=C2c2ccccc2)cc(Br)c1O,4,4,-10,106,-33,14,11,18,105
Cc1c(CCO)c(=O)n(C)n1C(=O)c1ccc(Cl)cc1,4,0,1,108,-16,3,18,4,103
Cc1cccc(C(=O)NCc2nnc3c4ccccc4c(-c4ccccc4)nn23)c1,-2,0,-4,146*,-3,3,-4,27,107
COc1cccc(CN(C)C(=O)c2ccc3c(=O)n4c(nc3c2)CCC4)c1OC,-4,7,5,103,-15,2,6,6,105
COc1ccc(S(=O)(=O)N2CCN(C(=S)NC3CCCCC3)CC2)cc1,4,2,5,98,-1,5,-8,8,105
O=C(c1ccc(Br)o1)N1CCN(Cc2ccc3c(c2)OCO3)CC1,-1,4,2,103,-4,-19,4,4,102
COc1ccc(NC(=O)c2ccc(-c3ccccc3C(F)(F)F)o2)cc1,8,7,-3,107,-3,6,-9,25,102
CCOC(=O)C1=C(C)NC(C)=C(C(=O)OCC)C1c1cccc(C)n1,1,7,0,106,5,-7,10,14,99
COc1ccccc1N1CCN(CCN2C(=O)C3CCCN3C2=O)CC1 (stereo not drawn),-11,0,1,103,4,-1,-2,12,99
Cc1c(Cl)cccc1N1C(=O)CC(NNC(=O)c2cccs2)C1=O (stereo not drawn),1,2,3,105,-16,0,9,13,100
COc1ccc(N2CCN(C(=O)c3cccc(N4C(=O)C5CC=CC(C)C5C4=O)c3)CC2)cc1 (stereo not drawn),6,-3,0,95,8,6,-6,5,91
COc1ccc(S(N)(=O)=O)cc1C(=O)NCC1(N2CCCCC2)CCCCC1,2,-1,2,110,-6,0,18,12,108
Cc1ccc(SCCC(=O)Nc2ccccc2C(=O)N2CCOCC2)cc1,5,-1,3,100,-3,-15,23,18,104
CC(C(=O)O)c1ccc(CC2CCCC2=O)cc1 (stereo not drawn),0,0,-4,99,x,x,x,x,101
O=C(O)COc1ccccc1O,3,-5,12,92,-1,1,-2,3,96
COc1cccc(NCc2cc(=O)oc3cc(C)c(O)cc23)c1,5,2,-8,100,2,4,-23,-3,101
CCNC(=O)n1cc(-n2cncn2)c(-c2ccccc2)n1,4,8,11,104,2,2,0,17,112
O=C(CN1CCN(c2ccc(Cl)cc2)CC1)Nc1cccc(F)c1,3,-5,-3,89,-7,-7,-2,-22,90
CC(C)(C)c1cc[n+](-c2nc([O-])sc2C=O)cc1,-3,2,3,107,-6,-7,11,32,104
O=c1cc(N2CCC3(CC2)OCCO3)[nH]c(=O)n1-c1ccc(Br)cc1,x,2,-3,51*[inhibitor],2,2,-15,-24,102
CCC(C)(C)n1nnnc1C(c1ccc(O)cc1)N1CCc2ccccc2C1 (stereo not drawn),-3,-3,1,95,-12,-8,13,12,94
O=C(NCc1ccccn1)Nc1ccc(F)c(Cl)c1,-4,13,2,108,-23,-1,11,15,115
O=C1OC(c2ccc(F)cc2)=N/C1=C\c1ccc(Br)o1,4,1,2,108,10,9,4,-3,106
Cc1ccc(NC(=O)c2cccc(OC(F)F)c2)c(OC(F)F)c1,6,-2,-4,101,6,-2,-10,37,100
CCn1cc(CN2CCC(n3nccc3NC(=O)c3ccccc3C)CC2)c(C)n1,2,6,5,100,-9,-15,14,18,108
Cc1nc2c(C(=O)O)cnn2c(C)c1Cc1ccccc1F,-2,5,3,105,3,x,6,1,107
CCC(C)(C)NC(=O)C(c1ccc(F)cc1)N(Cc1ccco1)C(=O)c1snc(C(N)=O)c1N (stereo not drawn),2,-1,-3,92,-12,-11,-15,25,92
COc1ccc2cc(C(C)C(=O)NC3CCC(O)CC3)ccc2c1 (stereo not drawn),-5,2,-2,102,-7,-4,-8,4,103
O=C(Cn1cncn1)NCCCc1ccccc1,-4,-1,0,112,-7,-10,8,21,97
COc1ccc(-c2cc(C(F)(F)F)nc(SCC(=O)N3CCOCC3)n2)cc1OC,1,6,2,104,-8,-6,4,-16,104
O=C(Cn1c(=O)oc2cc(S(=O)(=O)N3CCCCCC3)ccc21)NC1CCCCC1,-1,-2,4,103,-6,x,7,2,104
O=C(Nc1ccc(S(=O)(=O)Nc2ncccn2)cc1)c1ccc(Cl)c([N+](=O)[O-])c1,x,1,4,103,6,0,7,-19,100
COc1ccc(-c2nc3ncccc3o2)cc1NC(=O)c1cccs1,1,8,-3,102,-8,4,8,9,96
CCOC(=O)c1[nH]ncc1CN1CCN(Cc2ccccc2)C(CCO)C1 (stereo not drawn),8,13,1,101,-7,-8,8,-6,104
O=C1Nc2ccccc2Oc2cc([N+](=O)[O-])cc(Oc3ccccc3)c21,7,-2,-6,100,-9,-5,12,27,94
O=C(Nc1ccc(SC(F)F)cc1)C12CCC(CC1)C2,-1,0,1,134*,-6,1,-16,38,104
N#Cc1c(N)nc2c(c1N)CC(=O)N2c1ccccc1-c1ccccc1,4,11,4,105,-7,15,8,-5,108

# A different layout for part of the listing above:
# Value order: IDE cell inh	MEKK2mut PB1 HTS	IDE act	MEKK3 PB1 HTS	p-CIP stab down	M18AAP inhibitor	SUMO HTRF inh	NALP1 yeast inh	MEKK2wt PB1 HTS
Cc1ccc(S(=O)(=O)N2CCN(C(=O)CN3CCc4ccccc4C3)CC2)cc1
 : 1	8	-3	106	-10	-4	19	13	112
COc1ccc(N2CCN(C(=O)c3cccc(N4C(=O)C5CC=CC(C)C5C4=O)c3)CC2)cc1 (stereo not drawn)
 : 6	-3	0	95	8	6	-6	5	91
COc1ccccc1N1CCN(CCN2C(=O)C3CCCN3C2=O)CC1 (stereo not drawn)
 : -11	0	1	103	4	-1	-2	12	99
O=C(NCc1ccccn1)Nc1ccc(F)c(Cl)c1
 : -4	13	2	108	-23	-1	11	15	115

# (continued)
SMILES,IDE cell inh,MEKK2mut PB1 HTS,IDE act,MEKK3 PB1 HTS,p-CIP stab down,M18AAP inhibitor,SUMO HTRF inh,NALP1 yeast inh,MEKK2wt PB1 HTS
CCC(CC)C(=O)Nc1ccccc1NC(C)=O,-7,0,4,97,-4,-4,16,19,96
O=S(=O)(NCCCc1ccccc1)c1cccc2nsnc12,-4,-4,1,97,-2,-1,13,33,95
COC(=O)c1ccc2c(c1)N(C)S(=O)(=O)c1cnc(SCC(=O)C(C)(C)C)nc1-2,-3,-3,x,101,-11,-2,5,-1,98
Cc1cc(=O)[nH]c(N/N=C/CCc2ccccc2)n1,0,-1,3,106,3,5,23,-9,109
Cc1cc(C)cc(NC(=S)N2CCC(NC(=O)C3CC3)CC2)c1,-1,4,5,103,-5,5,7,-17,102
CN(CCOC(=O)c1ccccc1)Cc1ccccc1,3,-2,3,93,-5,-14,-4,28,97
O=C(NCC(c1cccs1)N1CCOCC1)c1ccccc1NS(=O)(=O)c1ccc(Cl)c([N+](=O)[O-])c1 (stereo not drawn),-4,5,-3,101,-2,3,-4,22,94
Cn1c(=O)c2c(nc(SCC(=O)Nc3ccccc3)n2C)n(C)c1=O,8,2,-5,104,2,0,4,23,106
Cn1c(=O)c2c(nc(CN3CCN(CCO)CC3)n2CCc2ccccc2)n(C)c1=O,0,1,3,108,-7,5,-1,16,101
CC1(c2ccc(Cl)cc2)NC(=O)N(CC(=O)Nc2ccc(F)cc2)C1=O (stereo not drawn),-2,5,5,102,-29,2,7,9,97
CCc1cccc(Nc2cc(C)nc3nc(C)nn23)c1,1,4,-3,104,-3,6,12,-58,106
CC(C)(CO)CNC(=O)c1ccc2nc(Cc3cccc(Cl)c3)oc2c1,5,4,0,93,-10,-3,5,18,98
CC(c1ccccc1)N1CC(C(=O)Nc2nccs2)CC1=O (stereo not drawn),0,-4,1,102,-2,-5,2,-4,97
CC1CCN(Cc2ccc(-c3nnn(CC(=O)NC4CCCCC4)n3)cc2)CC1,-1,-5,3,96,-16,-2,23,20,100
COc1cccc(-c2nn3c(-c4ccco4)nnc3s2)c1,-3,2,-1,104,8,x,29,16,104
O=C(Nc1nncs1)C(Sc1ccccc1)c1ccccc1 (stereo not drawn),-2,0,-1,94,-17,8,15,28,101
Cc1nn(Cc2c(F)c(F)c(F)c(F)c2F)c(C)c1NC(=O)c1nn(C)c(C)c1Br,0,8,2,102,-12,0,4,14,106
CCOCCCNC(=O)CCSc1ccc(C)cc1,7,1,2,87,2,0,-60,-10,97
CCOC(=O)c1sc(=S)n(-c2ccccc2)c1SC,-4,-7,3,101,-7,18,12,-1,99
O=S(=O)(c1ccc(Cl)cc1)n1nnc2ccccc21,2,-2,2,106,2,-9,0,3,106
COc1cc(S(=O)(=O)N2CCOCC2)ccc1N,0,-3,9,106,11,-3,-5,3,104
CCc1cccc(C)c1NC(=O)CSc1nc2ccccc2n1CC(=O)N(C)C,-1,-5,-2,93,-14,0,14,12,99
CCOc1ccc(NC(=O)c2ccc(CC)s2)c([N+](=O)[O-])c1,-4,3,7,107,0,1,15,12,107
CCOc1cccc(OCCOc2ccc(C(=O)c3ccccc3)cc2)c1,3,-1,1,101,-5,-12,10,30,105
COc1ccc(/C=C/C(=O)O)cc1S(=O)(=O)Nc1ccc2c(c1)OCO2,3,5,-1,107,-2,1,10,2,112
CC(C)Cc1ccc(S(=O)(=O)N2CCN(C(=O)c3ccco3)CC2)cc1,0,4,4,104,0,0,3,-2,103
CCCCc1nnc(NC(=O)CN(C)S(=O)(=O)c2ccc(C)cc2)s1,-2,-3,2,101,-1,1,-24,-6,102
CC(C)(C)c1cc(C(=O)NN)n(Cc2ccc(F)cc2)n1,7,-1,5,108,-15,-1,-44,6,106
Cc1ccc(N(CC(=O)NC(C)C)C(=O)CCC(=O)Nc2ccccn2)cc1,0,3,3,94,-3,-9,10,9,102
CC(C)OC(=O)CSc1nc(Cc2cccs2)nc2ccccc12,-6,2,2,106,-8,4,2,12,100
O=C(CNS(=O)(=O)c1cccc(Cl)c1)OCc1csc(-c2ccccc2)n1,8,-1,-2,125,6,-5,4,22,101
CCOC(=O)c1sc(C)c2c1NC(C)(c1cccs1)NC2=O (stereo not drawn),-1,6,3,102,2,-2,18,33,101
CC(=O)Nc1ccc(S(=O)(=O)N2CCN(C(=O)c3ncoc3-c3cccc(F)c3)CC2)cc1,1,-8,5,95,0,-16,0,9,93
COc1ccc(-n2nc([N+](=O)[O-])c(=NC3CCN(Cc4ccccc4)CC3)n2O)cc1,-1,-13,-2,90,-12,-8,8,18,102
CC(Sc1nnc(NC(=O)c2cc3ccccc3oc2=O)s1)c1ccccc1 (stereo not drawn),4,-4,-4,100,9,-1,-9,22,103
CCC1CCc2sc(C(=O)N3CCCN(C)CC3)cc2C1 (stereo not drawn),-1,13,4,106,-7,-11,15,16,113
CC(Oc1ccc(Cl)cc1)C(=O)Nc1ncccn1 (stereo not drawn),1,0,5,96,2,-9,2,27,93
COc1ccc(/C=C/C(=O)Oc2ccc(C)c(C)c2)cc1OC,3,-1,3,97,5,4,-16,4,92
CC(C(=O)Nc1ccc(Cl)cc1)N1C(=O)NC2(CCCC2)C1=O (stereo not drawn),2,9,1,101,-3,0,0,2,106
CN(C)CCCNc1c(C(=O)O)cnc2c1cnn2C,x,4,x,117,-9,1,-2,-1,112
